UGM FP inh: M. tuberculosis UGM enzyme inhibitors, primary screen, biochemical, fluorescence polarization, single point. purified UGM, fluorescence polarization probe displacement. AID 504406, 2011. inhibition, % at 10 µM. 0.06% of 320,000 active. UDP-galactopyranose mutase (Mycobacterium tuberculosis (strain ATCC 25618 / H37Rv)), …; in the data active = inhibition above about 10%, passing the limit was not always enough; inconclusive = no clear call, values can overlap the other calls
Target sequence (P9WIQ1 whole entry, looked up): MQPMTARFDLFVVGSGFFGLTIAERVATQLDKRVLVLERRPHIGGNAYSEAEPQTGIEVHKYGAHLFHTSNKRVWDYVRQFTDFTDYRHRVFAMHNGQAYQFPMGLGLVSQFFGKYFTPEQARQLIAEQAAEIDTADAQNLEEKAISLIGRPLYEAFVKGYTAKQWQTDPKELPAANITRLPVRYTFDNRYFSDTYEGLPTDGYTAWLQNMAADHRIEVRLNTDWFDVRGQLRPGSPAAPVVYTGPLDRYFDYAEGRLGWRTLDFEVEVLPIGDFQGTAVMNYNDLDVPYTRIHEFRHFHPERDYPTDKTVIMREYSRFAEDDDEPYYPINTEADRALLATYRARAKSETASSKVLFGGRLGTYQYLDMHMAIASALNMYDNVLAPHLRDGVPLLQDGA
BoNT F protease: BoNT/F light chain protease inhibitors, primary screen, biochemical, flow cytometry, MLPCN library; Botulinum neurotoxin type F light chain protease (Clostridium botulinum); Multiplex microsphere protease cleavage assay; inhibition, % at 10 µM; 0.22% of 360,000 active; AID 588497, 2011; in the data active = inhibition above about 35%, passing the limit was not always enough; inconclusive = no clear call, values can overlap the other calls; also: plate controls were buffer without enzyme for full effect and enzyme alone for no effect
FadD28 FP inh: inhibitors of FadD28 bisubstrate probe binding, primary screen, biochemical, fluorescence polarization, single point; Mycobacterium tuberculosis FadD28 fatty-acid-AMP ligase; AID 588549, 2011; inhibition, % at 12.5 µM; 0.22% of 360,000 active; in the data active = inhibition above about 8.5%, passing the limit was not always enough; inconclusive = no clear call, values can overlap the other calls
Mtb BioA inh: M. tuberculosis BioA enzyme inhibitors, primary screen, biochemical, plate reader, single point, HTS. 0.096% of 360,000 active. AID 602481, 2012. purified M. tuberculosis BioA enzyme. 7,8-diaminopelargonic acid synthase BioA (Mycobacterium tuberculosis). inhibition, % at 9.99 µM; in the data active = inhibition above about 40%; inconclusive = no clear call, values can overlap the other calls
Rv3671c inh: Rv3671c serine protease inhibitors, primary screen, biochemical, fluorescence polarization, M. tuberculosis H37Rv | 0.048% of 320,000 active | P9WHR9 | inhibition, % at 5.96 µM; in the data active = inhibition above about 38%;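 also: extracellular domain of Rv3671c used as enzyme; 0% = enzyme with DMSO and 100% = no enzyme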
Target sequence (P9WHR9 whole entry, looked up, the tested form may be a part): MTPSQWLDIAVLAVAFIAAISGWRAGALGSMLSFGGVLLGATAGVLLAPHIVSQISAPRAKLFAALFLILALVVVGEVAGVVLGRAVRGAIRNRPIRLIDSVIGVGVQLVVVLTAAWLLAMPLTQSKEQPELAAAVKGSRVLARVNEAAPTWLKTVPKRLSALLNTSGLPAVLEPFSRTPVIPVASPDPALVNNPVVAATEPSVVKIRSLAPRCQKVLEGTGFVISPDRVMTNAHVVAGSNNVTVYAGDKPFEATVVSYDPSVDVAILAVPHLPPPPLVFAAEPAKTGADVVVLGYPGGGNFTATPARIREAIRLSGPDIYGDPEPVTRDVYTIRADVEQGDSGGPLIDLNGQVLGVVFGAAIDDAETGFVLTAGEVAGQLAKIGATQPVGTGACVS
GDH-TPI inh: GDH-TPI coupling enzyme inhibitors, primary screen, artefact control for M. tuberculosis FBA inhibitor project, biochemical, absorbance, full deck. AID 588335, 2011. 1.2% of 360,000 active. GDH-TPI coupled enzyme counterscreen, NADH absorbance. inhibition, % at 4.8 µM; in the data active = inhibition above about 30%;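 also: 0% = DMSO wells and 100% = wells lacking the enzyme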
PrPC surface inh: inhibitors of human cell surface prion protein PrPC, primary screen, cell-based, TR-FRET; 0.43% of 370,000 active; Major prion protein (Homo sapiens), P04156; inhibition, % at 13.8 µM; AID 720596, 2013; TR-FRET read-out; in the data active = inhibition above about 24%; also: 0% = median of the test wells and 100% = reference compound wells
Mtb FBA inh: Mtb FBA enzyme inhibitors, primary screen, biochemical, fluorescence, strain H37Rv; 2.3% of 360,000 active; inhibition, % at 1 µM; AID 588726, 2011; Fructose-bisphosphate aldolase (Mycobacterium tuberculosis (strain ATCC 25618 / H37Rv)), …; purified M. tuberculosis FBA, fluorescence read-out; in the data active = inhibition above about 27%;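 also: 0% = vehicle and 100% = reference inhibitor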
MazEF act: activators of E. coli MazEF toxin-antitoxin RNase, primary screen, biochemical, fluorescence, uHTS; Endoribonuclease toxin MazF (Escherichia coli (strain K12)), P0AE70; FAM/BHQ RNA-DNA oligo cleavage fluorescence, 5 h; activation, % at 20 µM; 0.32% of 350,000 active; in the data active = activation above about 50%
Target sequence (P0AE70 whole entry, looked up): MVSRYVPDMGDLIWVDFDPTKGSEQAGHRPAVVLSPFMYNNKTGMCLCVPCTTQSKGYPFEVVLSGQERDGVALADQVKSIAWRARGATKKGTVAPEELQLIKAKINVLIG
* = called active by the depositor; ? = inconclusive; / = not tested or not shown. The order is random; overall some 4.8% were active at least once.

SMILES	UGM FP inh	BoNT F protease	FadD28 FP inh	Mtb BioA inh	Rv3671c inh	GDH-TPI inh	PrPC surface inh	Mtb FBA inh	MazEF act
CC1Cc2ccccc2N1C(=O)CN(C)CC(=O)Nc1ccc(OC(F)(F)F)cc1 (stereo unspecified)	2.3	2	-0.3	-2.8	0	-8	0	2	-13
COC(=O)N/N=C/c1cn(Cc2ccccc2F)c2ccccc12	1.7	?	-1.7	1.9	-8	28	10	10	3
COc1cccc(N(CC(=O)N2CCc3ccccc3C2)S(C)(=O)=O)c1	0.5	1	-1.4	2.4	6	-1	-1	3	-2
CCOC(=O)c1c(N)sc(=S)c2c1CCC2	-6.8	-11	2.3	-0.1	9	16	-1	-2	-18
COC(=O)C(CCC(C(=O)OC)N1C(=O)c2ccccc2C1=O)N1C(=O)c2ccccc2C1=O (stereo unspecified)	/	-2	-6.1	/	/	0	-5	-2	7
COC(=O)c1ccc(NC(=O)CCOc2ccccc2)cc1	-1.4	0	-1.4	/	-2	1	10	-1	3
COc1cc(/C=N/NC(=O)c2cccnc2)ccc1OS(=O)(=O)c1ccc(F)cc1	-1.7	-8	-12	22	-7	11	-5	-4	2
CCc1nc(SCC(=O)NCCc2ccccc2)n[nH]1	-0.8	35*	0.0	-0.5	1	11	-3	1	9
CCN(CC)C(=O)C1=C(C)N(CCCOC)C(=O)C(CC(=O)NC2CC2)C1 (stereo unspecified)	/	4	-0.3	-4.9	/	14	4	2	2
N#Cc1ccccc1NC(=O)CSc1n[nH]c(=O)n1C1CC1	1.7	-6	-1.1	-0.8	-1	10	-8	2	2

5 compounds already listed, arranged by molecular weight, largest number first.
SMILES	UGM FP inh	BoNT F protease	FadD28 FP inh	Mtb BioA inh	Rv3671c inh	GDH-TPI inh	PrPC surface inh	Mtb FBA inh	MazEF act
CC1Cc2ccccc2N1C(=O)CN(C)CC(=O)Nc1ccc(OC(F)(F)F)cc1 (stereo unspecified)	2.3	2	-0.3	-2.8	0	-8	0	2	-13
CCN(CC)C(=O)C1=C(C)N(CCCOC)C(=O)C(CC(=O)NC2CC2)C1 (stereo unspecified)	/	4	-0.3	-4.9	/	14	4	2	2
N#Cc1ccccc1NC(=O)CSc1n[nH]c(=O)n1C1CC1	1.7	-6	-1.1	-0.8	-1	10	-8	2	2
COC(=O)c1ccc(NC(=O)CCOc2ccccc2)cc1	-1.4	0	-1.4	/	-2	1	10	-1	3
CCc1nc(SCC(=O)NCCc2ccccc2)n[nH]1	-0.8	35*	0.0	-0.5	1	11	-3	1	9

Back to the main list, repeating the three entries before the break.
SMILES	UGM FP inh	BoNT F protease	FadD28 FP inh	Mtb BioA inh	Rv3671c inh	GDH-TPI inh	PrPC surface inh	Mtb FBA inh	MazEF act
CCc1nc(SCC(=O)NCCc2ccccc2)n[nH]1	-0.8	35*	0.0	-0.5	1	11	-3	1	9
CCN(CC)C(=O)C1=C(C)N(CCCOC)C(=O)C(CC(=O)NC2CC2)C1 (stereo unspecified)	/	4	-0.3	-4.9	/	14	4	2	2
N#Cc1ccccc1NC(=O)CSc1n[nH]c(=O)n1C1CC1	1.7	-6	-1.1	-0.8	-1	10	-8	2	2
CC1=C(C(=O)N2CCOCC2)CC(CC(=O)NC2CCCC2)C(=O)N1Cc1ccc(F)cc1 (stereo unspecified)	/	-3	-4.1	-2.9	/	-15	-9	-3	8
CCCc1cc(=O)[nH]c(SCC(=O)Nc2c(C)cccc2C)n1	-0.1	-10	-2.9	-1.1	0	-10	/	0	-18
CCOC(=O)C1CCCN(C(=O)c2cc(-c3ccccc3)nc3ccccc23)C1 (stereo unspecified)	-0.8	-7	-1.2	/	7	2	-1	1	6
c1cn2c(Nc3ccc4c(c3)OCCO4)c(-c3ccc(N4CCOCC4)cc3)nc2cn1	-2.0	-2	-2.2	/	1	40*	5	2	12
O=C(CN1C(=O)S/C(=C\c2cccs2)C1=O)Nc1ccc(O)c(C(=O)O)c1	4.6	-4	-3.6	2.1	-2	38*	-2	0	3
COc1ccc(NC2CCCN(C(=O)CSc3ccccc3)C2)cc1 (stereo unspecified)	0.2	-12	-3.9	1.8	-7	0	0	-2	5
C=CCN1C(=O)c2ccccc2NC1c1cc(Br)cs1 (stereo unspecified)	8.3	-13	-2.1	3.4	0	13	6	12	-2
COc1ccc(NC(=O)Cn2c([N+](=O)[O-])cnc2C)cc1Cl	1.6	16	-2.6	0.6	3	8	-13	4	13
CC(C)c1nc2sc3c(c2c(=O)o1)CCCC3	1.2	-1	1.4	11	4	7	-2	-2	-5
O=C(Oc1cncc(Cl)c1)c1ccco1	-0.8	-4	-1.3	1.8	63*	5	6	33*	-4

Individual results from the list:
CCOC(=O)C1CCCN(C(=O)c2cc(-c3ccccc3)nc3ccccc23)C1 (stereo unspecified) – FadD28 FP inh = -1.2
O=C(Oc1cncc(Cl)c1)c1ccco1 – MazEF act = -4

(cont.)
SMILES	UGM FP inh	BoNT F protease	FadD28 FP inh	Mtb BioA inh	Rv3671c inh	GDH-TPI inh	PrPC surface inh	Mtb FBA inh	MazEF act
CCc1nccn1S(=O)(=O)c1ccc(OC)c(C)c1C	1.4	6	-0.4	-2.2	2	-7	4	0	-7
CCOc1ccc(S(=O)(=O)Nc2ccccc2C(=O)N/N=C/c2c(OC)ccc3ccccc23)cc1	0.1	-9	0.0	/	-129	18	6	-1	-3
CCOc1cccc(CNCc2ccc(C(=O)O)cc2)c1	-1.5	2	-4.1	/	2	8	-4	0	2
CN(C)S(=O)(=O)c1ccc(C(=O)NNC(=O)C2COc3ccccc3O2)cc1 (stereo unspecified)	-2.1	-6	-0.2	/	0	11	1	0	-2
Cc1ccc(NC(=O)CCC(=O)OCc2ccc(Br)cc2)cc1	-2.6	-1	-3.9	/	-1	-10	3	-1	-2
CC(C)(C)N(Cc1ccccc1)C(=O)COC(=O)c1ccc(N2CCCC2=O)cc1	2.4	-1	-2.2	-0.4	4	4	-8	0	0
COc1cc(SC)ccc1C(=O)Nc1c(Cl)cncc1Cl	0.2	-2	-0.6	/	0	4	8	1	4
Cc1c(CCC(=O)O)c(=O)oc2c(C)c(OCc3ccccc3Cl)ccc12	1.1	9	-4.5	-0.2	-1	10	-5	5	-34
Cc1ccc(S(=O)(=O)/N=C2/NC(=O)/C(=C\c3ccco3)S2)cc1	1.1	-10	12*	-2.4	-2	22	-3	0	-11
c1ccc(-c2ccccc2OCCCCN2CCCCCC2)cc1	-3.2	-4	-3.2	1.2	1	-2	0	-1	7
CCN(CC)C(=O)N1c2ccccc2C=Cc2ccccc21	1.2	-2	-5.6	/	4	-11	0	-3	4
O=C1OC(Nc2ccc(F)cc2F)c2ccccc21 (stereo unspecified)	-1.2	3	0.0	-1.2	-8	0	-1	6	10
CCOC(=O)c1ccc(CSc2n[nH]c(C)n2)o1	-1.2	19	-0.4	2.5	-9	-1	10	-1	0
CCN(CC)CCn1c2c(c(SCC(=O)Nc3cccc4ccccc34)nc1=O)CCCC2	-4.3	/	0.0	1.5	8	0	-8	2	13
CC1C=CCC2C(=O)N(c3cc(Cl)ccc3O)C(=O)C12 (stereo unspecified)	1.3	-1	-1.1	-1.9	0	0	5	-3	-8
CCn1nc(NC(=O)c2ccncc2)c2cc3cc(C)ccc3nc21	1.6	?	-0.9	-3.0	-2	17	-11	4	-3
COc1cccc(CN2CCN(C(=O)CCc3nnc(C4CCCCC4)o3)CC2=O)c1	-0.4	-6	-0.6	6.8	7	5	-2	-3	-8
O=C(N=C1SC2CS(=O)(=O)CC2N1Cc1ccccc1)C1CCCCC1 (stereo unspecified)	-0.4	-7	-0.6	-1.9	-9	9	4	-1	1
CN(C(=O)c1cccc(NC(=O)Cc2ccc(NC(=O)C3CCN(C(=O)c4ccccc4)CC3)cc2)c1)C1CCCCC1	/	0	-2.4	0.4	/	7	7	0	-4
CCc1cccc(-n2c(SCC(=O)c3c(N)n(C4CC4)c(=O)[nH]c3=O)nnc2N2CCOCC2)c1	/	-7	1.6	1.5	/	2	2	3	-17

For convenience, two of the compounds above:
SMILES	UGM FP inh	BoNT F protease	FadD28 FP inh	Mtb BioA inh	Rv3671c inh	GDH-TPI inh	PrPC surface inh	Mtb FBA inh	MazEF act
CN(C(=O)c1cccc(NC(=O)Cc2ccc(NC(=O)C3CCN(C(=O)c4ccccc4)CC3)cc2)c1)C1CCCCC1	/	0	-2.4	0.4	/	7	7	0	-4
CCc1cccc(-n2c(SCC(=O)c3c(N)n(C4CC4)c(=O)[nH]c3=O)nnc2N2CCOCC2)c1	/	-7	1.6	1.5	/	2	2	3	-17

(continued)
SMILES	UGM FP inh	BoNT F protease	FadD28 FP inh	Mtb BioA inh	Rv3671c inh	GDH-TPI inh	PrPC surface inh	Mtb FBA inh	MazEF act
Cn1cnnc1Sc1ccc(C(F)(F)F)cc1[N+](=O)[O-]	-1.6	0	0.9	/	19	8	-19	2	7
CCc1nnc(NC(=O)c2ccc(-c3ccc(F)cc3)o2)s1	-0.8	-1	0.8	/	-4	19	2	4	-8
CC(C)c1nc(SCC(=O)NCC2CCCO2)c2c(=O)n(C)c(=O)n(C)c2n1 (stereo unspecified)	-1.7	3	-1.1	-0.7	2	1	-5	4	-3
Cc1ccc(S(=O)(=O)N(C)C)cc1NC(=S)N1CCc2ccccc21	-3.7	0	-3.9	-0.4	-2	7	-1	3	8
CCCNC(=O)C1(C)CCCN(C(=O)C2(c3ccc(Cl)cc3)CCCC2)C1 (stereo unspecified)	/	-8	-3.9	0.3	/	2	-1	-2	/
Cc1nnc(SCc2cc(=O)[nH]c(/N=C(\N)Nc3ccccc3)n2)s1	-3.7	-4	-2.2	-0.8	-4	0	12	-3	2
O=C1NC(Cc2ccccc2)c2nc3ccc(Cl)cc3c(=O)n2-c2cc3ccccc3cc21 (stereo unspecified)	/	-3	-0.2	-3.9	/	9	-1	2	-22
O=C1CCC[C@@H]2C[C@@]3(C[C@@H]4CCN1[C@H]24)Nc1cc(Cl)c(Cl)cc1NC3=NCc1ccccc1	/	-5	-1.6	-0.6	/	14	-5	-3	2
CC1CCCN(c2oc(-c3cccc4ccccc34)nc2C#N)C1 (stereo unspecified)	-2.1	16	-2.0	0.5	9	4	1	6	2
O=[N+]([O-])c1cnn(-c2nc(-c3cccs3)cc(C(F)(F)F)n2)c1	-0.6	-3	1.1	-3.7	7	9	-6	0	6
COC(=O)c1ccc(NC(=O)CSc2nnc(-c3ccccc3)n2C)cc1	-1.5	3	0.2	-1.9	1	4	-4	4	-4
Fc1ccc(Cn2c(SCc3ccc(F)c(C(F)(F)F)c3)nnc2C(F)(F)F)cc1	-0.8	-14	-1.5	5.9	-12	13	9	2	-6
Cc1cc(NCCO)c2cc(O)ccc2n1	-1.0	-6	-0.4	-3.3	5	15	-9	90*	-3
CC1CC(C)CN(C(=O)Cn2c(=O)c3cccn3c3cccnc32)C1 (stereo unspecified)	-3.2	4	-3.4	-1.0	3	11	4	5	10
CCN(C(=O)COC(=O)c1cncc(Br)c1)C1CCS(=O)(=O)C1 (stereo unspecified)	-0.9	4	-1.4	/	-4	-4	-4	3	4
O=C1CC(C(=O)Nc2ccccc2)C2(CCCCC2)O1 (stereo unspecified)	-0.8	-14	-2.1	/	-1	2	9	50*	3
Cc1ccc(/C=N/N2CCN(c3ccccn3)CC2)o1	-0.7	?	-3.6	/	4	10	-2	-4	-4
COCc1c(C(N)=O)nnn1-c1nonc1N	-0.1	10	-0.8	-1.5	1	-2	-1	0	-4

Compound activity as filed in PubChem.
